PMI inhibition – human PMI inhibitors, high substrate, primary screen, biochemical, fluorescence intensity, high mannose 6-phosphate (AID 1220); Mannose-6-phosphate isomerase (Homo sapiens); recombinant PMI enzyme, coupled fluorescence intensity; higher % means a stronger effect; inhibition, % at 20 µM; hits with a dose series show IC50 in µM; 190,000 tested, 0.66% active
TNAP activation fold – human TNAP enzyme activators, primary screen, biochemical, luminescent, no phosphate acceptor, uHTS (AID 1001). Alkaline phosphatase, tissue-nonspecific isozyme (Homo sapiens). purified TNAP, luminescent activation assay, no phosphate acceptor; higher activation fold means a stronger effect. activation fold at 20 µM; hits with a dose series show EC50 in µM. 200,000 tested, 0.03% active; in the data active = activation fold from about 3, or a potency from the dose series; inactive = the rest, 99 in 100 with activation fold below about 1.6; also: many of its hits are not listed in these tables
UTI89 phage lysis – inhibition of K1F phage lysis, E. coli UTI89, bacterial capsule biogenesis inhibitors, alamar blue (AID 488966); 340,000 tested, 0.02% active; E. coli UTI89 K1F phage lysis, alamar blue, 2 h; higher % means a stronger effect; inhibition, % at 100 µM, or IC50 in µM where a hit was titrated;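 active = phage lysis inhibition, versus mean bacterial control, above a set limit; inconclusive = no clear call, values can overlap the other calls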;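 also: capsule biogenesis inhibitors block K1F phage lysis so surviving cells raise fluorescence; higher fluorescence means more inhibition of phage lysis; actives were called in the ten point dose series up to 300 µM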
human PMI inhibition – inhibitors of human PMI, primary screen, biochemical, fluorescence intensity, coupled assay (AID 1209); purified PMI enzyme, coupled fluorescence intensity; higher % means a stronger effect; one-dose inhibition, % at 20 µM; IC50 in µM for titrated hits; 190,000 tested, 0.42% active;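 also: plate controls were DMSO vehicle for no effect and wells lacking substrate for full effect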
RSV CPE inhibition – RSV antiviral activity via CPE protection, HEp-2 cells, primary 10 µM value included (AID 2391) | HEp-2 cells, RSV-induced CPE inhibition; higher % means a stronger effect | 310,000 tested, 0.13% active | CPE inhibition, % at 10 µM, or IC50 in µM where a hit was titrated; in the data active = a potency from the dose series; inconclusive = CPE inhibition mostly from about 23% at the one dose, without a potency; inactive = the rest, 99 in 100 with CPE inhibition below about 21%; also: strong numbers were not always called active
M1AAP inhibition – P. falciparum M1AAP inhibitors, biochemical, fluorogenic H-Leu-NHMec substrate, 1536-well (AID 1445); Aminopeptidase N (Plasmodium falciparum (isolate 3D7)); recombinant M1AAP, H-Leu-NHMec fluorogenic kinetic assay; higher % means a stronger effect; inhibition, % at 30 µM, or IC50 in µM where a hit was titrated; 220,000 tested, 0.42% active;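 active = primary inhibition above the hit cutoff, then over 50% inhibition at one or more dose response concentrations, cut at about 23% in these data, passing the limit was not always enough; inconclusive = conflicting primary data, or primary hits not chosen for dose response; inactive = low primary inhibition, or under 50% at every dose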;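 also: plate controls were DMSO full reaction for no effect and no enzyme background for full effect; strong numbers were not always called active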
P. falciparum M17LAP – P. falciparum M17LAP inhibitors, primary screen, biochemical, fluorogenic H-Leu-NHMec substrate, 1536-well (AID 1619); recombinant M17LAP, H-Leu-NHMec fluorogenic kinetic assay; higher % means a stronger effect; one-dose inhibition, % at 30 µM; IC50 in µM for titrated hits; 220,000 tested, 0.38% active; Leucine aminopeptidase (Plasmodium falciparum (isolate 3D7));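 active = compound inhibiting the enzyme by more than half at any dose during confirmatory dose-response retesting; inconclusive = strong single-dose inhibitors picked by rank but not retested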;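 also: plate controls were full reaction with DMSO carrier for no effect and no enzyme background for full effect; strong numbers were not always called active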
T cell modulator – modulators of CD8 T cell-vesicle binding, primary screen, mouse 2C CD8+ T cells, flow cytometry; 2C CD8+ T cell-vesicle binding; stronger effect = lower value; calls only at 7 µM; 330,000 tested, 0.068% active; AID 2052, 2009;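 active = response, share of CD8 T cells binding vesicles, and their 90th percentile fluorescence all below set limits, cut at about 80% in these data, passing the limit was not always enough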
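Incubation: binding step 1.5 h, 37 °C, antibody labelling 20 min, ice; system: murine 2C transgenic CD8+ T lymphocytes; technique: cytometric PE anti-B7-1 and Alexa647 anti-CD8 signals after 1% paraformaldehyde fixation; also added: QL9-charged Drosophila Ld/ICAM-1/B7-1 vesicles; control set: naked versus QL9-loaded vesicles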
West Nile virus CPE – West Nile virus antiviral activity, cell-based, CPE readout (AID 1621). 290,000 tested, 0.02% active. CPE inhibition, % at 10 µM, or IC50 in µM where a hit was titrated. West Nile virus-infected cells, CPE inhibition; higher % means a stronger effect; in the data active = a potency from the dose series; inconclusive = CPE inhibition mostly from about 3.7% at the one dose, without a potency; inactive = the rest, 99 in 100 with CPE inhibition below about 2.2%; also: strong numbers were not always called active
T cell modulator vesicle-bound % – further read-out of T cell modulator, marked with its call; double positive events, %; measured here: CD8+ vesicle-bound cell fraction;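 binding gate set so that unloaded-vesicle control wells show 10% double positive cells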
* = called active by the depositor; i = inactive; ? = inconclusive; · = not tested or not shown; [ ] = dose if it differs, or a comment. Rule as the data show it, unless noted: active = inhibition above about 50%; inactive = the rest. Outcome played no part in choosing rows; about 1.5% have a hit in one of these screens.

canonical_smiles	PMI inhibition	TNAP activation fold	UTI89 phage lysis	human PMI inhibition	RSV CPE inhibition	M1AAP inhibition	P. falciparum M17LAP	T cell modulator	T cell modulator vesicle-bound %	West Nile virus CPE
COc1ccc2c3c([nH]c2c1)C1(NCC3)C(=O)Nc2ccccc21 (stereo not drawn)	·	·	1.4%[50 µM]	·	3.4%	-1%	9%	i	20	0.0%
Cc1ccc(C(=O)N2CCN(Cc3ccc4c(c3)OCO4)CC2)cc1S(=O)(=O)N1CCOCC1	·	·	0.0%	·	5.5%	-5%	-2%	i	13	-0.1%
COc1cc(NC(=O)C/C(C)=N/NC(=O)C(OC)c2ccccc2)c(OC)cc1Cl (stereo not drawn)	2%	1	3.6%	0%	2.4%	9%	9%	i	36	-0.4%
CCCOc1ccccc1/C=N/Nc1ccnc(=O)[nH]1	·	·	-0.1%[50 µM]	·	4.2%	·	·	i	11	-1.1%
CC1(C)C2CCC(C2)C1(C)NC(=O)CNCc1cccs1 (stereo not drawn)	1%	1	0.3%	-14%	1.9%	2%	13%	i	17	-1.0%
O=C(CCCN1C(=O)/C(=C/c2cccs2)SC1=S)Nc1ccccc1O	·	·	0.3%	·	3.5%	·	·	i	14	1.7%
COc1cc(/C=C(\C#N)c2ccccn2)ccc1OCc1ccc(Cl)cc1	19%	1.1	-0.7%[50 µM]	17%	2.5%	15%	5%	i	0	-0.5%
CCN(CC)c1nc(N)nc(NS(=O)(=O)c2ccc(Cl)cc2)n1	2%	1.1	-0.2%	9%	0.8%	-3%	12%	i	42	0.7%
Cc1ccc(C)c(NC(=O)CCC(=O)NNC(=S)Nc2ccccc2)c1	-2%	2.1	-0.7%	-10%	0.5%	-2%	2%	i	48	-0.1%
NC(=O)c1ccsc1NC(=O)CSc1ccccc1F	1%	1.1	2.8%	5%	7.1%	5%	-3%	i	68	0.9%

Continuation:
canonical_smiles	PMI inhibition	TNAP activation fold	UTI89 phage lysis	human PMI inhibition	RSV CPE inhibition	M1AAP inhibition	P. falciparum M17LAP	T cell modulator	T cell modulator vesicle-bound %	West Nile virus CPE
Cc1nc(NCC2CCCO2)nc2c1C(=O)CC(C)C2 (stereo not drawn)	-3%	1.1	0.2%	2%	1.5%	2%	3%	i	43	-0.1%
Nn1cc(-c2ccccc2)nc1SCC(=O)N1CCN(S(=O)(=O)c2ccc(Cl)cc2)CC1	-5%	1.1	0.5%	5%	1.9%	5%	1%	i	45	-0.5%
O=C(CCN1CCCCC1)N=Nc1c(O)[nH]c2ccccc12	3%	1	-1.1%	3%	-1.3%	1%	2%	i	55	-0.1%
O=c1c(-c2cc3ccccc3o2)[n+]([O-])c2ccccc2n1OCc1ccccn1	21%	1	-0.1%	9%	0.8%	-2%	3%	i	39	1.5%
CCC(=O)Nc1ccc(S(=O)(=O)NCCc2ccccc2)cc1	-1%	1.2	0.3%	1%	15%	6%	12%	i	24	-1.1%
CC1CCCCN1S(=O)(=O)c1ccc(C(=O)Nc2nnc(-c3cccs3)o2)cc1 (stereo not drawn)	-9%	1.2	1.7%	0%	6.5%	2%	31%	i	19	?
O=C(Nc1ccc(Cl)cc1Cl)C1CCC(=O)N1Cc1ccccc1Cl (stereo not drawn)	4%	1	0.0%	3%	1.6%	0%	6%	i	41	-0.3%
CC(=O)N/C(=C\c1cccc([N+](=O)[O-])c1)C(=O)NC1CCCCC1	2%	1	0.3%[50 µM]	1%	0.0%	1%	-1%	i	56	-0.7%
CCOCCCn1c(=NC(C)=O)c(C#N)cc2c(=O)n3cccc(C)c3nc21	·	·	·	·	·	12%	-86%	i	50	-0.2%
CCc1ccc(-c2nnn(Cc3nc4ccccc4s3)n2)cc1	-10%	1.1	1.6%	-5%	7.4%	4%	9%	i	24	0.0%

Continuation.
canonical_smiles	PMI inhibition	TNAP activation fold	UTI89 phage lysis	human PMI inhibition	RSV CPE inhibition	M1AAP inhibition	P. falciparum M17LAP	T cell modulator	T cell modulator vesicle-bound %	West Nile virus CPE
COc1cccc(-c2nc(CS(=O)CC(=O)NC3CCCC3)c(C)o2)c1 (stereo not drawn)	6%	1.1	0.9%	13%	2.5%	2%	14%	i	36	-0.2%
O=C(O)COc1ccc(/C=C/c2nc(-c3ccccc3O)n[nH]2)cc1	·	·	0.1%	·	0.0%	·	·	i	8	0.0%
COc1ccc(/C=C(\NC(=O)c2ccccc2)C(=O)NNC(=O)CCN2CCOCC2)cc1	-9%	1.1	0.4%	-2%	1.4%	5%	11%	i	15	0.3%
O=C(Nc1ccccc1)N(c1ccccc1)C1C=CS(=O)(=O)C1 (stereo not drawn)	·	·	·	·	0.9%	1%	8%	i	25	0.0%
COC(=O)C1C(=O)C2=C(CC1C)NC(=O)CC2c1cccc(C)c1 (stereo not drawn)	7%	1	-0.2%	12%	1.1%	5%	12%	i	48	1.2%
CC(=O)Nc1cc(Cl)ccc1OS(=O)(=O)c1ccc(C)cc1	6%	1.2	1.2%[50 µM]	7%	1.1%	-2%	7%	i	54	-1.1%
CCOC(=O)C1CCCN(C(=O)c2ccc3c(c2)N(C)C(=O)/C(=C/c2ccccc2Cl)S3)C1 (stereo not drawn)	·	·	0.2%	·	?	·	·	i	9	2.1%
CCC(Oc1ccccc1)C(=O)Nc1ccccc1C(=O)N1CCCCC1 (stereo not drawn)	·	·	2.9%[50 µM]	·	2.2%	·	·	i	21	0.1%
COc1ccc(C(=O)NNC(=S)Nc2ccccc2)cc1	-1%	2.4	0.2%	-7%	-0.5%	-16%	0%	i	59	0.0%
O=C(NC1(C(F)(F)F)C(=O)Nc2c1c(=O)[nH]c(=O)n2Cc1ccco1)C1CCCCC1 (stereo not drawn)	-7%	1.1	2.0%	-1%	2.7%	-6%	6%	i	28	0.4%

Next structures:
Value order – PMI inhibition	TNAP activation fold	UTI89 phage lysis	human PMI inhibition	RSV CPE inhibition	M1AAP inhibition	P. falciparum M17LAP	T cell modulator	T cell modulator vesicle-bound %	West Nile virus CPE
CCc1nc2oc3ccccc3c(=O)c2c(=O)n1Cc1ccc(OC)cc1
 : -5%	1.1	-0.6%	-10%	15%	2%	-1%	i	54	-0.3%
O=C(CNC(=S)N(Cc1ccccc1F)C1CCCCC1)NCCN1CCOCC1
 : -3%	1.2	-0.1%	-6%	-1.7%	4%	13%	i	16	-0.8%
CCC(CC)C(=O)NCCc1cc2c(C)ccc(C)c2[nH]c1=O
 : 5%	1.1	-1.9%	8%	0.2%	1%	-6%	i	38	·
Cc1cc(-c2ccccc2)[nH]c(=O)c1S(=O)(=O)c1ccccc1
 : 2%	1.1	0.5%	3%	2.0%	2%	19%	i	12	0.6%
O=C(N/N=C/c1ccccc1OC(=O)c1ccc2c(c1)OCO2)c1ccccc1
 : 6%	1.1	2.5%[50 µM]	8%	-0.3%	4%	-2%	i	46	-1.2%
CCN1CCCC1Cn1cnc2c([nH]c3ccc(C)cc32)c1=O (stereo not drawn)
 : -7%	1.1	-1.4%	-6%	1.1%	6%	-5%	i	48	·
Nn1c(SC/C=C/c2ccccc2)nnc1-c1ccco1
 : -5%	1.1	0.1%[50 µM]	-1%	0.9%	12%	-10%	i	51	·
CCN(CC)S(=O)(=O)c1cccc(-c2nnc(SCC(N)=O)n2C)c1
 : 3%	1.1	0.3%	6%	0.5%	5%	6%	i	43	0.2%
Cc1c(-c2nc(N)nc(Nc3ccccc3F)n2)oc2ccccc12
 : -2%	1	0.3%	1%	?	18%	7%	i	44	1.5%
CCOC(=O)COc1c(Cl)cc(C2NC(=S)NC(c3ccccc3)=C2C(C)=O)cc1OC (stereo not drawn)
 : 30%	1	4.6%	27%	1.3%	13%	1%	i	30	-0.3%
COc1ccc(C2C(C#N)=C(C)NC(C)=C2C(=O)OC(C)C)c(OC)c1 (stereo not drawn)
 : 2%	1	-2.4%	3%	-1.0%	5%	-5%	i	47	-0.6%
COc1ccc2cc(C(c3nnnn3C(C)(C)C)N3CCSCC3)c(=O)[nH]c2c1 (stereo not drawn)
 : 4%	1.1	1.6%[50 µM]	4%	2.2%	12%	36%	i	40	0.3%
COc1ccc(S(=O)(=O)N(C)CC(=O)Nc2ccccc2SC)cc1Cl
 : 8%	1.1	7.0%	9%	1.7%	-4%	-7%	i	48	1.5%
O=C(CCc1ccccc1)NCCc1cccs1
 : 1%	1	0.1%	4%	0.2%	3%	-3%	i	24	0.5%
Cc1ccc(NC(=O)CCN2CCOCC2)cc1C
 : ·	·	-0.1%	·	0.7%	·	·	i	54	-0.1%
CC(C)c1ccc(/C=C2\Oc3c(ccc(O)c3CN3CCN(C)CC3)C2=O)cc1
 : 10%	0.9	0.4%	-1%	-1.9%	13%	4%	i	28	-0.4%
O=C(NNC(=O)c1ccccc1-n1cccc1)c1ccc(Cl)cc1Cl
 : 6%	1.1	0.4%	1%	3.7%	5%	4%	i	44	0.2%
COc1ccc(NC(=O)C2CCCN(CCCc3ccccc3)C2)cc1OCC(C)C (stereo not drawn)
 : ·	·	-1.1%	·	-1.1%	·	·	i	66	-1.4%
CNC(=O)CN(c1ccc(OC)cc1)S(=O)(=O)c1ccc(F)cc1
 : 11%	1.1	-0.2%	11%	2.7%	5%	-3%	i	25	-0.9%

Profiles, looked up by structure. Values in the order: PMI inhibition	TNAP activation fold	UTI89 phage lysis	human PMI inhibition	RSV CPE inhibition	M1AAP inhibition	P. falciparum M17LAP	T cell modulator	T cell modulator vesicle-bound %	West Nile virus CPE
Cc1c(-c2nc(N)nc(Nc3ccccc3F)n2)oc2ccccc12 is listed with -2%	1	0.3%	1%	?	18%	7%	i	44	1.5%
O=C(N/N=C/c1ccccc1OC(=O)c1ccc2c(c1)OCO2)c1ccccc1 is listed with 6%	1.1	2.5%[50 µM]	8%	-0.3%	4%	-2%	i	46	-1.2%
